Source: PubChem BioAssay (National Center for Advancing Translational Sciences (NCATS))
BAZ2B inh = blocks human BAZ2B; AlphaScreen BAZ2B-H3K14Ac peptide displacement; Potency, µM (titrated, usually from 114 µM), for the others: at the highest dose activity change, negative = inhibition, hits mostly inhibitors; actives 4.4% (n = 360,000); also: potency is read from the fitted curve at half-maximal effect; % is scaled to controls: 0 for no effect and ±100 for the full control effect; nearly all actives have a fitted effect of over 60% in size
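BAZ2B (50 nM) with biotin-H3(5-23)K14Ac peptide (50 nM) in PBS pH 7.4, 0.01% Tween-20, preformed 30 min, then compound 30 min at room temperature; top concentration 110uM. AlphaScreen streptavidin donor/nickel chelate acceptor beads (10 ug/mL final), 20 min dark, signal read.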
RGS4 inhibitor = inhibitors of human regulator of G protein signaling 4. actives 0.039% (n = 390,000). P49798. Potency, µM (doses to about 114 µM), for inactives: at the top dose activity change, negative = inhibition, usual class: inhibitors. Transcreener GDP fluorescence polarization, RGS4-accelerated GTP hydrolysis; also: potency is read from the fitted curve at half-maximal effect; % is scaled to controls: 0 for no effect and ±100 for the full control effect; nearly all actives have a fitted effect of over 75% in size; some results filed as inactive show a strong effect at the top dose
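MLSMR compounds (23 nl, pin-transferred) preincubated 10 min at room temperature with a 500nM (2x) first reagent, then RGS4 at 900nM (2x) plus Transcreener GDP mix added; fluorescence polarization (620/688 nm) read before and after 90 min at 30 °C.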
PI4K2A inh = blocks human PI4K2A kinase activity; Q9BTU6; activity change, negative = inhibition, % at 76.9 µM; purified PI4K2A, ADP-Glo luminescence, 1 h; hits give low values; actives 0.13% (n = 420,000); AID 1346378; in the data active = activity change below about -50%; inconclusive = mostly about -30% to -49%;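 also: -100% = wells without enzyme as full effect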
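PI4K2A activity was measured by ADP-Glo luminescence: enzyme (4 ug/mL stock) and phosphatidylinositol (1.2 mM stock) in Tris pH 7.5/MgCl2/EGTA/Triton X-100 buffer were reacted with ATP (300 microM stock) for one hour at ambient temperature.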
ALOX12 inh = ALOX12 (human) lipoxygenase inhibition; P18054; purified 12hLO, xylenol orange hydroperoxide absorbance; Potency, µM (series often up to 108 µM), for inactives: at the highest dose activity change, negative = inhibition, most hits filed as inhibitors; actives 1.1% (n = 580,000); AID 1671190; also: potency is read from the fitted curve at half-maximal effect; % is scaled to controls: 0 for no effect and ±100 for the full control effect
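Hydroperoxide product was detected by ferrous iron/xylenol orange as the 573 to 405 nm absorbance ratio. Arachidonic acid at 40 uM (final) was turned over for 30 min at room temperature by 150 nM human 12hLO, pH 7.0 Hepes buffer, after 15 min compound preincubation.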
HP1b binding inh = inhibitors of HP1-beta chromodomain binding to methylated histone tails; P83916; AlphaScreen HP1-beta / biotin-H3K9me3 peptide binding; Potency, µM (series often up to 114 µM), inactives show top-dose activity change, negative = inhibition, usual class: inhibitors; actives 0.56% (n = 390,000); also: potency is read from the fitted curve at half-maximal effect; nearly all actives have a fitted effect of over 70% in size; inactives centre near 23
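Compound inhibition of the preformed complex between 50 nM HP1-beta and 50 nM biotinylated H3K9me3 peptide was read by AlphaScreen. Buffer was PBS pH 7.4 with 0.01% Tween-20. Incubations ran 30 min at room temperature, with 10 ug/mL donor/acceptor beads.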
JMJD2A Tudor = JMJD2A Tudor domain (human) inhibition; O75164; AlphaScreen JMJD2A-Tudor / H3K4me3 peptide binding; Potency, µM (doses to about 114 µM), inactives show at the top dose activity change, negative = inhibition, actives largely listed as inhibitors; actives 4.4% (n = 390,000); AID 504339; also: potency is read from the fitted curve at half-maximal effect; % is scaled to controls: 0 for no effect and ±100 for the full control effect; nearly all actives have a fitted effect of over 50% in size
Target sequence (O75164 whole entry, looked up, the tested form may be a part): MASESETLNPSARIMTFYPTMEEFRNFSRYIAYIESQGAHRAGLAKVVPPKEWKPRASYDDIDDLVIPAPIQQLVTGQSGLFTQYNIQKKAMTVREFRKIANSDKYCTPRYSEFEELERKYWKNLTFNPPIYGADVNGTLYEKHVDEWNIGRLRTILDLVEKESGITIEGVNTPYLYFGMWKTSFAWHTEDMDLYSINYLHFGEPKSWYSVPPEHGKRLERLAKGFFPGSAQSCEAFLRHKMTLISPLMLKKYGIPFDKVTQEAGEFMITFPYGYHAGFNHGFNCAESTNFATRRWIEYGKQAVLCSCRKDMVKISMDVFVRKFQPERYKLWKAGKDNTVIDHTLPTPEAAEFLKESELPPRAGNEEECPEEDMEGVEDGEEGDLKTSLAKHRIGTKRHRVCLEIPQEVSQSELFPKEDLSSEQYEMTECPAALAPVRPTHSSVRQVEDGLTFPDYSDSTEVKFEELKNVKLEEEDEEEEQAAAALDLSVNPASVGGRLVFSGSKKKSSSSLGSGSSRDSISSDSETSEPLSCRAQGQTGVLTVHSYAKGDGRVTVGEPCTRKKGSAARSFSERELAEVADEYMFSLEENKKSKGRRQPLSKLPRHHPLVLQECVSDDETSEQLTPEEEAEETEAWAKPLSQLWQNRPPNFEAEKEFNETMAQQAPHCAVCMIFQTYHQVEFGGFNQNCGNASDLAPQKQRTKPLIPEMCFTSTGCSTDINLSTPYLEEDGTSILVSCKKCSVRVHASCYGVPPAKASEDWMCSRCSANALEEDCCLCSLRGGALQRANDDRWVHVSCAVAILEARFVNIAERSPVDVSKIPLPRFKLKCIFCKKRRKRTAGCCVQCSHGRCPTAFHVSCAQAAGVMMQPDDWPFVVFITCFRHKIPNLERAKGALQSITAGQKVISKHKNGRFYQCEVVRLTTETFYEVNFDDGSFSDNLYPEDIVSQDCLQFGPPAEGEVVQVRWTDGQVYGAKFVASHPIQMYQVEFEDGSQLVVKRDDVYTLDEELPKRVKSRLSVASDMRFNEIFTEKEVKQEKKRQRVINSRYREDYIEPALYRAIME
ERG-DNA inh = ERG Ets/DNA interaction inhibition; P11308; fluorescence polarization, His-ERG Ets domain / labelled DNA; AID 624246; Potency, µM (highest dose often 76.9 µM), without a hit: top-dose FP activity, negative = inhibition, most hits filed as inhibitors; actives 0.028% (n = 370,000); active = well fitted inhibition curve with a large enough effect in the polarisation, with a control signal flat; inconclusive = small, poorly fitted or top-dose-only effect, or effect the other way, or a change in a side signal; inactive = no such curve, though single readings can be large or run the other way; the % refers to the polarisation;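 also: polarization taken with two DNA probes labelled with fluorescein and Texas red; potency is read from the fitted curve at half-maximal effect; % of control where 0% means no effect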
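His-tagged ERG Ets domain (1 uM in the protein solution; 300mM KCl, 50mM Tris-HCl, 1mM EDTA, 1mM DTT, pH 7.5) received compound, then a probe mix of 5 nM fluorescein-DNA and 100nM Texas-615-DNA. Fluorescence polarization was read for both dyes.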
G9a block = inhibitors of human histone lysine methyltransferase G9a | Q96KQ7 | G9a H3K9 monomethylation, AlphaScreen, 2 h | Potency, µM (highest dose often 102 µM), without a hit: at the top dose activity, negative = inhibition, usual class: inhibitors | actives 8.8% (n = 350,000) | AID 504332; also: potency is read from the fitted curve at half-maximal effect; % is scaled to controls: 0 for no effect and ±100 for the full control effect; nearly all actives have a fitted effect of over 75% in size
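Quantitative HTS format: methyltransferase activity on a biotin-tagged H3K9 peptide is measured by AlphaScreen, using a rabbit anti-monomethyl-H3K9 antibody with streptavidin donor and anti-IgG acceptor beads. Final levels are 20 nM enzyme, 500 nM peptide, 20 uM SAM; 2 h RT.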
GLS inh = glutaminase GLS (human) inhibition. O94925. GLS enzymatic activity, qHTS titration. Potency, µM (titrated, usually from 45.5 µM), for inactives: at the highest dose activity change, negative = inhibition, hits mostly inhibitors. actives 0.21% (n = 410,000). AID 624170; also: potency is read from the fitted curve at half-maximal effect; % is scaled to controls: 0 for no effect and ±100 for the full control effect
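Assay buffer: 45 mM KH2PO4 pH 8.2, 0.02% Tween-20. hKGA acts on L-glutamine (1 mM solution added); product glutamate is reported by an oxidase/peroxidase Amplex Red coupling, with fluorescence taken at baseline and 30 min.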
* hit, by the source's call; ? = inconclusive; . = not tested or not shown; & = joins results of further samples; [ ] = dose if it differs, or a comment. Unless noted, calls follow the shape of the dose curve; as a rule, active = well fitted curve in the direction sought with a large enough effect; inconclusive = small, poorly fitted or top-dose-only effect, or another doubt; inactive = no such curve, though single readings can be large; an effect the other way counts as inactive or inconclusive. Not all compounds are listed (hit frequency here may not be typical).

1	O=C1C(=O)N(CCN2CCOCC2)C(c2ccc(Cl)c(Cl)c2)/C1=C(/O)c1ccc2c(c1)OCO2 (stereo not drawn)
2	CCN(CC)CCCn1c2c(c(SCC(=O)Nc3nc4ccccc4s3)nc1=O)CCC2
3	COc1ccc(CCC(C)NCc2ccccc2OC)cc1 (stereo not drawn)
4	COc1ccc(Cl)cc1S(=O)(=O)Nc1cccc(-c2ccc(N3CCOCC3)nn2)c1
5	CN(CC(=O)Nc1ccc(Cl)cc1)CC(=O)Nc1cccc2ccccc12
6	CC(C)Cn1c2c(c(O)c(C(=O)Nc3ccc(F)cc3)c1=O)CCCC2
7	NC(=O)[C@@H]1CC2(CC(c3cccc(NC(=O)CC(c4ccccc4)c4ccccc4)c3)=NO2)CN1C(=O)c1ccc(Cl)cc1 (stereo partly drawn)
8	CSC(=NC#N)N1CCN(c2ccc(Cl)cc2)CC1
9	COc1ccc(N2CCN(C(=O)c3ccc(C)c(NC(=O)c4nsc5ccccc45)c3)CC2)cc1
10	CC(C)(O)c1[nH]c2ccc(C(F)(F)F)cc2c1C(C)(C)O
screen / no.	1	2	3	4	5	6	7	8	9	10
BAZ2B inh	-33%	3%	-16%	-1%	1%	2%	-36%	-1%	?	-7%[57.1 µM]
RGS4 inhibitor	12%	-31%	-1%	-21%	-11%	0%	7%	-7%	20%	32%
PI4K2A inh	1	-3	-3	-12	-7	-9	-4	6	-8	-1
ALOX12 inh	?	-23%	28%	5%	274%[activator]	452%[activator]	?	-5%	?	-15%
HP1b binding inh	25%	19%	48%[activator]	27%[57 µM]	51%[activator]	82%[activator]	15%	11%	6%[57 µM]	21%
JMJD2A Tudor	-18%	-9%	-23%	-10%	-22%	5%	?	-20%	-19%	-19%
ERG-DNA inh	2%	-2%	-14%	5%	-6%	-9%	6%	-1%	0%	1%
G9a block	?	?	3%	5%[59 µM]	-45%[12.7 µM]	57%[activator]	7%[12.7 µM]	?	-26%[59 µM]	.
GLS inh	4%	7%	-1%	-43%	-2%	-4%	2%	1%	17%	3%

Profiles, quoted from the list. Screens in order: BAZ2B inh | RGS4 inhibitor | PI4K2A inh | ALOX12 inh | HP1b binding inh | JMJD2A Tudor | ERG-DNA inh | G9a block | GLS inh
Listed for CN(CC(=O)Nc1ccc(Cl)cc1)CC(=O)Nc1cccc2ccccc12 → 1% | -11% | -7 | 274%[activator] | 51%[activator] | -22% | -6% | -45%[12.7 µM] | -2%
Listed for O=C1C(=O)N(CCN2CCOCC2)C(c2ccc(Cl)c(Cl)c2)/C1=C(/O)c1ccc2c(c1)OCO2 (stereo not drawn) → -33% | 12% | 1 | ? | 25% | -18% | 2% | ? | 4%
Listed for CC(C)Cn1c2c(c(O)c(C(=O)Nc3ccc(F)cc3)c1=O)CCCC2 → 2% | 0% | -9 | 452%[activator] | 82%[activator] | 5% | -9% | 57%[activator] | -4%
Listed for NC(=O)[C@@H]1CC2(CC(c3cccc(NC(=O)CC(c4ccccc4)c4ccccc4)c3)=NO2)CN1C(=O)c1ccc(Cl)cc1 (stereo partly drawn) → -36% | 7% | -4 | ? | 15% | ? | 6% | 7%[12.7 µM] | 2%

Further entries
11	COc1ccc(NCc2nnc(SCC(=O)Nc3ccccc3)n2C)cc1
12	O=C(COC(=O)c1nc(Cl)ccc1Cl)Nc1ccc2c(c1)OCO2
13	CSCCC(NC(=O)/C(=C/c1ccc(F)cc1)NC(C)=O)C(=O)O (stereo not drawn)
14	Oc1ccc(/C(Cc2ccccn2)=N\Nc2ccccc2)c(O)c1
15	O=C(CSc1ccc2nnc(-c3ccc(F)cc3)n2n1)NCc1ccco1
16	CCCCNC(=S)NCc1ccc2[nH]c3c(c2c1)CCCC3
17	Cc1ccc2c(c1)-c1c(c(C(=O)N3CCN(c4cc(C)ccc4C)CC3)nn1C)CS2
18	COc1ccc(CNC(=O)CCC2N=C3c4ccccc4N=C(SCc4ccc(F)cc4)N3C2=O)cc1 (stereo not drawn)
19	COc1ccc(C2CC(c3ccc(Cl)c(Cl)c3)Nc3nc(N)nn32)cc1 (stereo not drawn)
20	COc1ccc(C(=O)NCC(=O)N/N=C(\C)c2ccco2)cc1OC
screen / no.	11	12	13	14	15	16	17	18	19	20
BAZ2B inh	-3%	-25%	?	32µM*	12%	.	-22%	-7%	-32%	2%
RGS4 inhibitor	1%	-7%	-13%	-4%	-20%	-6%	18%	-8%	-10%	18%
PI4K2A inh	-4	3	-2	4	-3	-1	-5	2	-5	-1
ALOX12 inh	0%	-5%	-4%	?	?	?	-5%	?	147%[activator]	0%
HP1b binding inh	16%	-2%	42%[activator]	-28%	22%	?	28%	23%	32%	38%
JMJD2A Tudor	-16%	-18%	-17%	?	-13%	40µM*	-14%	-28%	-30%	0%
ERG-DNA inh	-7%	6%	0%	-5%	.	3%	7%	6%	-3%	6%
G9a block	-6%	19%[12.7 µM]	?	4µM*	8.9µM*	?	-25%[12.7 µM]	-10%[59 µM]	?	.
GLS inh	-4%	0%	3%	?	0%	10%	-6%	21%	11%	-1%

21	CCN1C[C@@H]2[C@@H]3C(=O)N(C)C(=O)[C@@H]3[C@](C)(C1=O)N2C(=O)c1ccc(Cl)c(Cl)c1
22	Cc1ccc(NC(=S)N2CCN(S(=O)(=O)c3ccc(F)cc3)CC2)cc1
23	CCn1c(CCc2nc3ccccc3[nH]2)n[nH]c1=S
24	COc1ccc(-n2nc3c(c2NC(=O)CCl)CSC3)cc1
25	O=C(/C(=C/c1ccc(Cl)cc1)c1nc2ccccc2[nH]1)c1cccs1
26	O=C(O)c1ccc(Nc2nc3ccccc3nc2NS(=O)(=O)c2ccc(F)cc2)cc1
27	CCN1C(=S)N[C@@H](c2cccc(F)c2)C(C(=O)OC)=C1C
28	CCOC(=O)c1[nH]c(C)c(C(=O)N2CCN(c3ccc(OC)cc3)CC2)c1C
29	CCOC(=O)C(NC(=O)c1ccccc1)(OCc1ccc(F)cc1)C(F)(F)F (stereo not drawn)
30	CCC1Oc2ccc(C)cc2N(CC(=O)NCCN2CCCCCC2)C1=O (stereo not drawn)
screen / no.	21	22	23	24	25	26	27	28	29	30
BAZ2B inh	.	-4%	-15%	-18%	68%[activator]	-2%[57.1 µM]	-12%&-12%	.	-1%	7%
RGS4 inhibitor	-4%	-15%	-5%	-32%	-32%	-10%	-6%	-5%	6%	-19%
PI4K2A inh	5	0	5	-14	-19	-13	1	4	-3	1
ALOX12 inh	-4%	.	22%	-18%	.	?	?	0%	-15%	-18%
HP1b binding inh	49%[activator]	37%	12%	11%[57 µM]	12%	60%[activator]	34%	27%	68%[activator]	8%
JMJD2A Tudor	-4%	-2%	4µM*	-23%	?	7%	-9%	-33%	18%	-25%
ERG-DNA inh	-2%	5%	1%	3%	15%	4%	2%	8%	10%	.
G9a block	.	4%	?	-9%[59 µM]	?	?	21%[12.7 µM]	?	22%[59 µM]	-6%
GLS inh	-7%	-6%	-13%	0%	8%	22%	-1%	0%	-5%	-27%

31	COc1ccc(Cn2nnnc2CN(CCCN2CCOCC2)Cc2cc3cc(OC)ccc3[nH]c2=O)cc1
32	O=C(CCc1ccccc1)N1N=C(c2ccncc2)CC1(O)C(F)(F)F (stereo not drawn)
33	Cc1c(Cc2ccc3c(c2)OCO3)sc(NC(=O)C(C)(C)C)c1C#N
34	O=C(Nc1ccc(NC(=O)c2ccc(Cl)cc2Cl)cc1)c1cccs1
35	COc1cc(C(C(=O)NC2CCCCC2)N(CCN2CCOCC2)C(=O)C2COc3ccccc3O2)cc(OC)c1OC (stereo not drawn)
36	COCCNS(=O)(=O)c1cc(-c2nn3c(C)nnc3c3ccccc23)ccc1C
37	CC(=O)N1c2ccc(S(=O)(=O)NCCC(=O)Nc3ccc(C)cc3Br)cc2CC1C (stereo not drawn)
38	Cc1ccc(-c2ccc(=O)n(CC(=O)NCCCN3CCCCC3C)n2)cc1 (stereo not drawn)
39	Cc1cc(=O)c2cc(C(=O)Nc3ccc(F)cc3)ccc2[nH]1
40	O=C(NNC(=O)c1ccc(NC(=O)c2ccccc2)cc1)c1ccccc1
screen / no.	31	32	33	34	35	36	37	38	39	40
BAZ2B inh	7%	-12%	3%	2%	-9%	-22%	-14%	-3%	-1%	?
RGS4 inhibitor	-3%	3%	12%	7%	-10%	-16%	-7%	19%	3%	-46%
PI4K2A inh	6	-3	2	-2	-4	-3	-2	-7	-1	-21
ALOX12 inh	-4%	-10%	-14%	?	11%	-28%	-7%	4%	-7%	0%
HP1b binding inh	18%	13%	15%	-11%	39%	22%	36%	-4%	30%	40%
JMJD2A Tudor	-14%	-8%	-16%	-7%	9%[57.1 µM]	-10%	3%	-2%	-7%	?
ERG-DNA inh	-2%	-11%	8%	1%	5%	8%	0%	.	-6%	5%
G9a block	.	-2%	9%[59 µM]	15%	-3%	0%[59 µM]	-3%[59 µM]	0%[12.7 µM]	-33%[59 µM]	?
GLS inh	1%	0%	6%	3%	-3%	1%	-6%	12%	-5%	-11%
